From PubChem
CSN deneddyl inh: inhibitors of human CSN-mediated cullin deneddylation | Q92905 | Purified CSN, SCF-Nedd8-OG deneddylation, fluorescence polarization | inhibition, % at 12.5 µM | actives 0.38% (n = 360,000);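 active = pattern-corrected inhibition above about 35%, with an unprinted fluorescence ratio check between 0.5 and 1.5, limit read from the data, passing the limit was not always enough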;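 note: 0% = enzyme with substrate and 100% = substrate without enzyme; some results filed as inactive read as strong as hits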
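Assay system: HEK293T-derived human Csn5 enzyme; quantity: 0.24 nM enzyme; medium: Tris/NaCl/DTT buffer, pH 7.5; also added: substrate SCFSkp2-Nedd8OG, 10 nM; doses: 12.5 µM compound; schedule: 90 min reaction at room temperature; signal: FP; read-out: % inhibition of substrate cleavage by Csn5; benchmarks: substrate-only high control, full reaction low control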
TbMetRS inhib: blocks T. brucei methionyl-tRNA synthetase activity; purified T. brucei MetRS, ATP depletion, Kinase-Glo luminescence; inhibition, % at 11.9 µM; actives 0.4% (n = 360,000); AID 624268;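 active = inhibition above a per-plate cutoff of the control wells' mean inhibition plus 3 SD, cut at about 5.5% in these data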;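 note: 0% = DMSO wells median and 100% = median of wells with control inhibitor compound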
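assay system = parasite MetRS enzyme | timing = 15 min preincubation, 2 h reaction, all 25 °C | evaluation = percent inhibition relative to median high and low control wells | medium = HEPES buffer containing pyrophosphatase, BSA, spermine, DTT | compound = single dose, 11.9 µM final nominal, 0.9% final DMSO | detection = Kinase-Glo luminescence, ATP depletion format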
LMPTP inh: blocks human LMPTP phosphatase; P24666; recombinant LMPTP-A, OMFP fluorogenic substrate, fluorescence intensity; inhibition, % at 20 µM; actives 0.22% (n = 360,000);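 active = compounds that cut the enzyme signal by at least half of the control window in the single-dose screen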;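 note: plate controls were DMSO wells with enzyme plus substrate for no effect and substrate without enzyme for full effect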
Target sequence (P24666 whole entry, looked up): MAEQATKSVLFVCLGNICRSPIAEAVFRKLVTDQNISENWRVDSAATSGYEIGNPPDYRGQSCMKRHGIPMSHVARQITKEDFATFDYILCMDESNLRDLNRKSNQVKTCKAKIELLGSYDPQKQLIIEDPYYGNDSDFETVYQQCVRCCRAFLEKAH
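Test system: LMPTP-A phosphatase enzyme; input: 0.625 nM LMPTP-A final; reagent: OMFP substrate, 400 µM final; compound dosing: 20 µM single dose, 3% DMSO; incubation: 50 min dark incubation at room temperature; measured by: endpoint fluorescence intensity from OMFP dephosphorylation; measure: % inhibition relative to no-enzyme and uninhibited control wells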
SUMO1 PPI mod: alters human SUMO1 binding to SIM partners; actives 0.33% (n = 360,000); AID 602429; P63165; inhibition, % at 20 µM; SUMO1 binding to a labelled peptide, TR-FRET, 1 h; in the data active = inhibition above about 37%
Target sequence (P63165 whole entry, looked up): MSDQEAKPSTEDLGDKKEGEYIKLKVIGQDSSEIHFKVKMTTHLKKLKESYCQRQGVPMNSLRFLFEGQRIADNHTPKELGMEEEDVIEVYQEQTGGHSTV
Scp-1 inhibitor: Scp-1 (human) phosphatase inhibition | inhibition, % at 20 µM | Recombinant Scp1, phosphopeptide, malachite green phosphate absorbance | actives 0.88% (n = 340,000) | Q9GZU7;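 active = inhibition above about 50% at 20 µM, limit read from the data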;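 note: plate controls were DMSO wells with enzyme for no effect and wells lacking enzyme for full effect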
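Test system: SCP-1 phosphatase catalytic domain, residues 76-261; measured by: colorimetric phosphate reagent with accelerator and stabiliser, absorbance at 630 nm; timing: enzyme reaction 45 min at room temperature, colour 5 min, stabilisation 30 min; also added: Phosphorylated 17-residue peptide substrate; compound dosing: one concentration, 20 µM, with 1.0% DMSO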
STEP inh: inhibitors of human striatal-enriched phosphatase STEP; P54829; recombinant STEP, OMFP fluorogenic substrate, fluorescence; inhibition, % at 20 µM; actives 0.25% (n = 360,000); AID 588621;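 active = inhibition at 20 µM, scaled per plate between control wells, above about 37%, limit read from the data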;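 note: 0% = DMSO with enzyme and substrate and 100% = substrate only without enzyme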
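Also added – OMFP at 25 µM · Test system – STEP tyrosine phosphatase · Technique – FITC-channel fluorescence of OMFP product · Schedule – 20 min at room temperature, dark · Evaluation – control-normalized % inhibition with plate pattern correction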
MLLE-PAM2 inh: inhibitors of microRNA-mediated deadenylation, human PABP1 MLLE binding; P11940; GST-MLLE / FITC-PAM2 fluorescence polarization; inhibition, % at 20 µM; actives 0.36% (n = 360,000); AID 588489; in the data active = inhibition above about 35%, passing the limit was not always enough;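 note: plate controls were DMSO wells with GST-MLLE for no effect and wells lacking GST-MLLE protein for full effect; some results filed as inactive read as strong as hits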
Target sequence (P11940 whole entry, looked up): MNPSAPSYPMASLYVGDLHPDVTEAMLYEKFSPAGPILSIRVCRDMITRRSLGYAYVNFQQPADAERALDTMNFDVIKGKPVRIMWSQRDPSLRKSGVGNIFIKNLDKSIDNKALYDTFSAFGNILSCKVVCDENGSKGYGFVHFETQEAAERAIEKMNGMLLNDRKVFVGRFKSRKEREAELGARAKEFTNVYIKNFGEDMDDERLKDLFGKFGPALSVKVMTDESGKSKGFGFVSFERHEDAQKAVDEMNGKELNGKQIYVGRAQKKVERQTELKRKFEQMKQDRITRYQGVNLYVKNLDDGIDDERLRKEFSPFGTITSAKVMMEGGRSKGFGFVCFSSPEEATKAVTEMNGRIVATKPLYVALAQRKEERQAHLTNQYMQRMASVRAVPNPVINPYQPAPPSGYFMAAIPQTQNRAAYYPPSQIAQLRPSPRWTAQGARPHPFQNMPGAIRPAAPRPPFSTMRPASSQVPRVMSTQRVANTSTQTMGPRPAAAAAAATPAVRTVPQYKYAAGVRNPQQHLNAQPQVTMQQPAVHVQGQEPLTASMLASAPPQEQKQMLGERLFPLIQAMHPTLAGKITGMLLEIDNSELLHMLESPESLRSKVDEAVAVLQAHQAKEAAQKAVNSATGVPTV
DNMT1 inh: inhibitors of human DNMT1 | DNMT1 molecular beacon, Hinp1I cleavage, fluorescence | inhibition (reported as % activation of signal), % at 10 µM | actives 0.83% (n = 360,000); in the data active = inhibition above about 50%
Rpn11 block: Rpn11 (human) deubiquitinase inhibition. O00487. human 26S proteasome, Ub4-pepOG fluorescence polarization; 20S core pre-blocked with epoxomicin. calls only at 20 µM. actives 0.59% (n = 360,000);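 active = inhibition at 20 µM, scaled to each plate's controls, above about 33%, limit read from the data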
NadD block: NadD (S. aureus) enzyme inhibition. purified NadD enzyme, colorimetric absorbance read-out. inhibition, % at 20 µM. actives 0.78% (n = 360,000); in the data active = inhibition above about 26%; note: some compounds past the cut are filed as inactive
* hit, by the source's call; i = inactive; / = no result given; & = joins results of further samples.

entry	smiles	CSN deneddyl inh	TbMetRS inhib	LMPTP inh	SUMO1 PPI mod	Scp-1 inhibitor	STEP inh	MLLE-PAM2 inh	DNMT1 inh	Rpn11 block	NadD block
1	O=C(/C=C/c1cccc([N+](=O)[O-])c1)N1CCN(Cc2ccc3c(c2)OCO3)CC1	-14	-0.6	0.4	-17	-5	1	-7	3	i	-2
2	O=C(COc1ccc(Cl)cc1Br)N1CCN(c2ccccc2)CC1	-3	0.0	1.0	0	3	2	5	-4	i	1
3	Cc1cccc(N(C)c2cc(C)nc3ncnn23)c1	3	3.4	-2.3	6	-1	1	1	3	i	1
4	CC(=O)Oc1ccc2c(c1)OC(c1ccccc1)CC21CC(C)(C)NC(=O)N1 (centres undefined)	-15	-0.1	0.8	1	-5	-3	1	-1	i	-3
5	O=C(c1ccc(Cl)cc1)c1oc2ccccc2c1CS(=O)c1ccc(Cl)cc1 (centres undefined)	0	-0.8	3.9	-19	-6	0	26	-3	i	5
6	O=c1onc(-c2ccc(Cl)cc2)n1Cc1ccc(F)cc1	-4	-0.8	-2.0	7	-14	-1	-8	-2	i	-6
7	CC1(C)CC(=O)c2c(oc3ccc(NS(=O)(=O)c4cccc5cccnc45)cc23)C1	2	-0.8	1.3	2	3	2	1	-5	i	5
8	O=C(c1cncc(Br)c1)N1CCN(S(=O)(=O)c2ccccc2C(F)(F)F)CC1	-1	0.1	-0.4	2	-12	1	9	2	i	-7
9	CCc1ccc2nc3n[nH]c(N)c3cc2c1	-5	-1.6	0.4	-13	-7	-7	0	-1	i	2
10	O=C(CCC(=O)N1CCN(c2ccccn2)CC1)Nc1nnc(C2CCCCC2)s1	0	-0.3	0.5	-1	-4	2	0	1	i	3
11	COc1ccccc1OCc1ccc(C(=O)NCc2cccnc2)o1	-5	0.5	-0.8	-3	-9	-3	-2	2	i	3
12	N#Cc1c(N)oc(-c2ccco2)c1-c1ccco1	3	1.0	1.4	8	-15	1	-3	-6	i	9
13	CCCCc1nnc(NC(=O)c2oc3ccc(OC)cc3c2C)s1	4	-0.4	0.6	-1	4	-1	-12	0	i	-7
14	CN(CC(=O)Nc1cccc(F)c1)C(=O)CCSc1ccc(F)cc1	6	15*	0.0	-2	-8	-1	-10	7	i	-1
15	CCOc1ccc(CNC(=O)C2CCN(S(=O)(=O)N3CCC(C)CC3)CC2)cc1OC	-3	0.3	-1.4	1	/	0	3	-3	i	-7

Further results:
entry	smiles	CSN deneddyl inh	TbMetRS inhib	LMPTP inh	SUMO1 PPI mod	Scp-1 inhibitor	STEP inh	MLLE-PAM2 inh	DNMT1 inh	Rpn11 block	NadD block
16	CC(=O)N/C(=C/c1cccnc1)C(=O)Nc1ccc(Cl)cc1	-1	-0.3	-2.4	-5	0	1	-14	3	i	1
17	COC(=O)C1=C(CCc2ccccc2)NC(=O)NC1c1ccc([N+](=O)[O-])cc1 (centres undefined)	-4	-0.3	-0.1	-13	-14	-4	7	-5	i	-4
18	COc1ccc(Cl)cc1NC(=O)CN(C)C(=O)c1n[nH]c2ccccc12	3	-0.3	-1.0	3	-3	-1	15	1	i	-2
19	CCN(c1ccccc1)S(=O)(=O)c1ccc(OC)c(N=N/C(C(=O)Nc2ccccc2)=C(/C)O)c1	-3	0.0	0.9	-1	-2	16	-1	7	i	7
20	Cc1ccc(N2CCN(c3ccc(NCc4nc5ccccc5n4C)cc3)CC2)cc1	-1	-1.0	1.6	-5	6	-1	33	15	i	11
21	Brc1cccc(-c2nc3cccnc3nc2-c2cccc(Br)c2)c1	-4	-0.6	3.7	-25	8	1	-6	-4	i	10
22	COc1ccc(CN2CCN(Cc3ccccc3F)CC2)cc1OC	0	-0.3	-1.5	-3	-9	1	8	1	i	-4
23	CCN(CC)C(=O)c1[nH]cnc1C(=O)Nc1ccon1	1	-0.2	-1.1	0	0	-3	-12	12	i	-5
24	Cc1nn(-c2cc(Cl)ccc2Cl)c(C)c1C(=O)O	-3	-0.2	-0.5	-1	-7	-3	10	0	i	2
25	COc1cc(/C=C2\C(=O)NN(c3ccccc3)C2=O)cc([N+](=O)[O-])c1O	6	0.6	4.6	-5	13	7	7	29	i	-2
26	O=C(O)C(O)c1ccccc1 (centres undefined)	-3&0	-0.7&-0.8	-1.3&-1.6	5&2	-6&1	-3&-5	-7&9	2&5	i	1&-1
27	COc1ccc(Nc2nnc(C)c3ccccc23)cc1C(N)=O	2	-0.3	-0.1	3	-6	-11	-19	-2	i	6
28	CCN(CC(=O)NC(=O)NCc1ccccc1)Cc1nc2ccccc2c(=O)[nH]1	-3	-0.5	-1.1	2	-5	2	-19	1	i	-3
29	Cc1cc(C)cc(NC(=S)NCc2ccc(F)cc2)c1	-12	0.3	0.0	3	-3	2	-21	-5	i	-6
30	Cc1ccc(-n2cc(CN3CCN(Cc4nccn4C)CC3)c(-c3cccc(C)c3)n2)cc1	0	0.1	-5.4	-6	-5	1	-4	11	i	-9

6 compounds drawn at random from the list so far, as already listed:
entry	smiles	CSN deneddyl inh	TbMetRS inhib	LMPTP inh	SUMO1 PPI mod	Scp-1 inhibitor	STEP inh	MLLE-PAM2 inh	DNMT1 inh	Rpn11 block	NadD block
27	COc1ccc(Nc2nnc(C)c3ccccc23)cc1C(N)=O	2	-0.3	-0.1	3	-6	-11	-19	-2	i	6
29	Cc1cc(C)cc(NC(=S)NCc2ccc(F)cc2)c1	-12	0.3	0.0	3	-3	2	-21	-5	i	-6
22	COc1ccc(CN2CCN(Cc3ccccc3F)CC2)cc1OC	0	-0.3	-1.5	-3	-9	1	8	1	i	-4
26	O=C(O)C(O)c1ccccc1 (centres undefined)	-3&0	-0.7&-0.8	-1.3&-1.6	5&2	-6&1	-3&-5	-7&9	2&5	i	1&-1
21	Brc1cccc(-c2nc3cccnc3nc2-c2cccc(Br)c2)c1	-4	-0.6	3.7	-25	8	1	-6	-4	i	10
16	CC(=O)N/C(=C/c1cccnc1)C(=O)Nc1ccc(Cl)cc1	-1	-0.3	-2.4	-5	0	1	-14	3	i	1

More results follow:
entry	smiles	CSN deneddyl inh	TbMetRS inhib	LMPTP inh	SUMO1 PPI mod	Scp-1 inhibitor	STEP inh	MLLE-PAM2 inh	DNMT1 inh	Rpn11 block	NadD block
31	CCN(C(=O)Cn1cnc2ccccc2c1=O)C1CCS(=O)(=O)C1 (centres undefined)	-1	-0.9	-0.3	4	5	-2	11	6	i	-3
32	Cc1ccc(SCC(=O)OCC(=O)NCCNC(=O)COC(=O)CSc2ccc(C)c(C)c2)cc1C	2	-0.5	1.8	3	-8	-2	-2	-10	i	-10
33	COc1ccccc1/C=C/C=N/n1c(-c2ccc(F)cc2)n[nH]c1=S	-3	-0.2	1.2	-1	-13	1	-50	-8	i	10
34	NC(=O)C1(S(=O)(=O)c2ccccc2)CCCCC1	-1	-0.7	0.2	0	2	2	8	-2	i	6
35	CCn1c(SCC(=O)NC(C)C)nnc1-c1cccs1	-3	-0.2	-2.6	-4	-6	-2	3	3	i	-5
36	Cc1cc(OCc2cc(C(=O)N(C)CCOc3ccccc3)no2)cc(C)c1Cl	3	-0.1	6.3	1	-6	2	-17	-9	i	5
37	Cc1cccc(C(C)C)c1NC(=O)COC(=O)CNS(=O)(=O)c1ccccc1	0	-0.3	-0.6	0	-6	1	-3	0	i	-8
38	CCOc1ccc(N2C(=O)C(Cl)=C(Nc3ccccc3O)C2=O)cc1	16	-0.8	2.6	-21	-13	-2	-5	-18	/	3
39	COc1ccc2nc(NC(=O)C3CCN(C(=O)c4ccc(F)cc4)CC3)sc2c1	-7	-0.3	0.6	1	-5	0	0	-1	i	-1
40	CC(C)CSc1nc(N2CCOCC2)c2c(c1C#N)CC(C)(C)SC2	2	-1.3	1.5	-3	-2	-1	-8	-4	i	-5
41	COc1cc(NC(=S)N(C)C)c(OC)cc1Cl	1	-0.6	-1.2	2	-6	2	-50	7	i	-1
42	COc1ccc(C[C@H](N)C(=O)N[C@H]2[C@@H](O)[C@H](n3cnc4c(N(C)C)ncnc43)O[C@@H]2CO)cc1	-4	-1.2	-0.9	-1	-6	-5	9	4	i	-2
43	CCc1ccc(N2CC(C(=O)NC3CCCCC3C)CC2=O)cc1 (centres undefined)	2	0.1	-0.3	2	0	-3	18	-1	i	-4
44	CC1CCC(NC(=O)c2cc3c(=O)n(C)c4ccccc4c3n2C)CC1 (centres undefined)	0	-0.9	0.7	0	7	-1	-3	2	i	-3
